GLP1R inv ag = qHTS of GLP-1 Receptor Inverse Agonists (Inhibition Mode); Glucagon-like peptide 1 receptor (Homo sapiens), P43220; HEK293 GLP-1R CRE-luciferase, luminescence, 24 h; GLP-1R form is constitutively active; Potency, µM (highest dose often 38.3 µM), for inactives: at the top dose activity change, negative = inhibition, most hits filed as inhibitors; 410,000 tested, 1.6% active; AID 624417, 2012; further: on the % scale 0 is the no-effect control and ±100 the full control effect; nearly all actives have a fitted effect of over 55% in size
Target sequence (P43220 whole entry, looked up): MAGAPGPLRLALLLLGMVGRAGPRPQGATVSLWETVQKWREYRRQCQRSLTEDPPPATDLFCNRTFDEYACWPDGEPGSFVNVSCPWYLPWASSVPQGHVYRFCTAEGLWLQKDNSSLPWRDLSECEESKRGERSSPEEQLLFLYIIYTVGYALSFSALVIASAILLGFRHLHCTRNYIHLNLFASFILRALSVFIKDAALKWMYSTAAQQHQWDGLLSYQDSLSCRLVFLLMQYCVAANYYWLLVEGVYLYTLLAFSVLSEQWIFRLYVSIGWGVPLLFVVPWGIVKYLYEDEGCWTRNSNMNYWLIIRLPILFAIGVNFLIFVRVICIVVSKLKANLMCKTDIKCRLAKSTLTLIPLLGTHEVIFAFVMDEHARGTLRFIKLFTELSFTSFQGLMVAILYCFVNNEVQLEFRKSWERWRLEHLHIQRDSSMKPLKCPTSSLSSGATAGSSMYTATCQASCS
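Stable HEK293 clone (constitutively active GLP-1R + cAMP-response luciferase); 200 cells/uL plated, 12 h pre-culture, compound 24 hr, 37 deg C/5% CO2; detection reagent 12 min RT; luminescence.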
HEK293 tox = qHTS of GLP-1 Receptor Inverse Agonists: Cytotox Screen; 410,000 tested, 0.13% active; Potency, µM (doses to about 38.3 µM), inactives show top-dose activity change, negative = inhibition, actives largely listed as inhibitors; AID 624418, 2012; HEK293 cAMP-luciferase reporter cells, luminescence, 24 h;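 further: loss of luciferase light is scored as toxicity; on the % scale 0 is the no-effect control and ±100 the full control effect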
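MLSMR compounds, 24 hr on cells at 37 deg C/5% CO2; luminescence after luciferase reagent (12 min RT). Inhibition counted as the undesired cytotoxic outcome.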
HT1080NT lethal = qHTS for induction of synthetic lethality in tumor cells producing 2HG: qHTS for the HT-1080-NT fibrosarcoma cell line; HT-1080-NT fibrosarcoma viability, CellTiter-Glo ATP luminescence, 48 h; Potency, µM (titrated, usually from 46.1 µM), without a hit: at the highest dose activity, negative = less viability, hits mostly cytotoxic; 360,000 tested, 1.6% active;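 further: NT is the 2HG producing partner of a matched IDH1 knockdown line; 0% = DMSO-treated cells and -100% = media-only wells without cells; nearly all actives have a fitted effect of over 55% in size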
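Luminescent CellTiter-Glo readout after 48 hours of compound exposure at 37 degrees C defined viability of HT-1080-NT cells. Activity was normalized to DMSO wells and cell-free media wells; concentration-response curves were fitted and assigned curve classes.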
SW480 rereplic = A quantitative high throughput screen for small molecules that induce DNA re-replication in SW480 colon adenocarcinoma cells | SW480 DNA re-replication, Hoechst DNA content imaging, 48 h | Potency, µM (highest dose often 46.1 µM), without a hit: top-dose re-replication activation, hits mostly activators | 340,000 tested, 1.8% active | AID 624297, 2012; further: % of control where 0% means no effect; nearly all actives have a fitted effect of over 55% in size
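Per well, 250 cells were exposed to pinned compound for 48 hr. Nuclear DNA was visualised with Hoechst (40 min, 37 C) and total object intensity recorded by fluorescence scanning.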
HT1080 IDH1KD tx = qHTS for induction of synthetic lethality in tumor cells producing 2HG: qHTS for the HT-1080-IDH1KD cell line; 360,000 tested, 2% active; Potency, µM (top dose mostly 46.1 µM), without a hit: top-dose activity, negative = toxicity, actives largely listed as cytotoxic; HT-1080 IDH1 knockdown viability, ATP luminescence, 48 h;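 further: 0% = DMSO wells and -100% = cell-free medium wells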
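% activity derives from luminescence (CellTiter-Glo), normalised to DMSO and no-cell wells. HT-1080-IDH1KD cells, 750/well, had 48 h compound exposure at 37 °C.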
GLP-1R agonist = qHTS of GLP-1 Receptor Agonists | Glucagon-like peptide 1 receptor (Homo sapiens), P43220 | HEK293 GLP-1R CRE-luciferase, luminescence, 4-6 h; cells express a hypersensitive GLP-1R form | Potency, µM (highest dose often 45.6 µM), for inactives: at the highest dose activation, hits mostly activators | 380,000 tested, 0.007% active | AID 624172, 2012; further: % of control where 0% means no effect
KB-V1 cytotox = qHTS assay for MDR1-selective chemotherapeutics: Primary screen using the drug-selected MDR subline cells KB-V1. KB-V1 MDR cells viability, CellTiter-Glo, 72 h. Potency, µM (titrated, usually from 46.1 µM), for the others: at the top dose activity change, negative = cytotoxicity, actives largely listed as cytotoxic. 400,000 tested, 3.4% active. AID 1347076, 2019; further: on the % scale 0 is the no-effect control and ±100 the full control effect; nearly all actives have a fitted effect of over 60% in size
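Compound-treated KB-V1 multidrug-resistant cells, 72 h, 37 degrees C; viability by CellTiter-Glo. Fitted qHTS curves give the values.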
TDP43 rescue = qHTS of TDP-43 Inhibitors; TDP-43 expressing yeast growth rescue, BacTiter-Glo, 24 h; Potency, µM (titrated, usually from 46.1 µM), without a hit: at the highest dose growth rescue (activation), most hits filed as activators; 410,000 tested, 1.8% active; further: % of control where 0% means no effect; nearly all actives have a fitted effect of over 50% in size
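Yeast cells expressing TDP-43 under galactose induction are exposed to compounds for 24 hr at 30 deg C. BacTiter-Glo luminescence measures growth, so protective compounds score as activators.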
KB-3-1 tox = qHTS assay for MDR1-selective chemotherapeutics: Primary screen using the parental adenocarcinoma cell KB-3-1; 400,000 tested, 1.4% active; Potency, µM (doses to about 46.1 µM), for inactives: at the top dose activity change, negative = cytotoxic, most hits filed as cytotoxic; KB-3-1 viability, CellTiter-Glo ATP luminescence, 72 h; further: on the % scale 0 is the no-effect control and ±100 the full control effect; nearly all actives have a fitted effect of over 60% in size
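Cells are dispensed, compounds pinned in, plates held at 37 °C for 72 h, then CellTiter-Glo is added and luminescence read after 10 minutes. Cell line: parental KB-3-1 in phenol-red-free DMEM, 10% FBS.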
Active calls of the source: *; ? = inconclusive; nt = no result given; & = joins results of further samples; [ ] = another dose, or the depositor's remark. The call rests on the fitted dose curve; in most records, active means well fitted curve in the direction sought with a large enough effect; inconclusive means small, poorly fitted or top-dose-only effect, or another doubt; inactive means no such curve, though single readings can be large; an effect the other way counts as inactive or inconclusive. Potency means the concentration at half of the fitted maximal effect. The list is partial; rates above refer to the full screens.

SMILES	GLP1R inv ag	HEK293 tox	HT1080NT lethal	SW480 rereplic	HT1080 IDH1KD tx	GLP-1R agonist	KB-V1 cytotox	TDP43 rescue	KB-3-1 tox
CCc1c(C)nc(N)nc1N1N=C1SCC(=O)OC	-4%	-3%	20%	-4%	0%	0%	12%	-4%	-1%
COc1cccc(CN2CCNCC2)c1	-3%	-2%	4%	7%[1.84 µM]	8%	-2%	3%	nt	-1%
COc1ccc(-n2nnnc2C(c2cc3ccccc3o2)N2CCC(n3c(=O)[nH]c4ccccc43)CC2)cc1 (stereo unspecified)	?	-30%	?	nt	?	-7%	?	0%	?
Cc1ccc(S(=O)(=O)N2CC2(C)CCl)cc1 (stereo unspecified)	-7%	2%	-5%	?	-4%	5%	?	4%	0%
CC#CP(=O)(OCC)C(O)(c1ccccc1)C(F)(F)F (stereo unspecified)	-16%	-8%	7%	-4%	18%	-3%	17%	9%	4%
CCN(CC)c1ccc(N=Cc2c(O)n(CCC3=CCCCC3)c(=O)[nH]c2=O)cc1	-4%	18%	-5%	?	-6%	-9%	-21%	17%	-9%
CCn1c(C)cc(/C=C2\C(=O)NC(=O)N(c3ccccc3C)C2=O)c1C	3%	4%	1%	-3%	5%	-2%	5%	19%	?
CCOc1ccc(N2C(=O)/C(=C/c3ccco3)C(=O)NC2=S)cc1	-22%	?	-11%	?	-7%	-6%	9%	-7%	-28%
CCOP(=O)(OCC)c1cccc(P(=O)(c2ccccc2)c2ccccc2)c1O	?	-20%	?	-2%	-7%	2%	-10%	-5%	-2%
CNS(=O)(=O)c1ccc(N=Cc2c(O)n(-c3ccc(C)cc3)c(=O)[nH]c2=O)cc1	3%	7%	-6%	3%	-3%	1%	-4%	-28%	0%
O=c1[nH]c(O)c(N=Nc2cc(C(F)(F)F)ccc2Cl)c(=O)[nH]1	8%	?	-6%	-23%	0%	-3%	-13%	2%	-10%
Brc1ccc2c(c1)C(OC1CN3CCC1CC3)c1ccccc1CS2 (stereo unspecified)	?	10µM*	-29%	?	?	-43%[inhibitor]	?	-22%	?
CCN1CCN(Cc2ccc(NC(=O)c3ccc(C)c(NC(=O)C(=O)c4c[nH]c5ccccc45)c3)cc2C(F)(F)F)CC1	5.6µM*	?	16µM*	?	15µM*	-7%&-12%&-9%	?	22%&27%&25%	?
Cc1c2cnn(CC(=O)N3CCC4(CC3)OCCO4)c(=O)c2c(C)n1Cc1ccccc1	0%	-13%	2%	-2%	3%	0%	-5%	-13%	1%
O=C(c1ccc(C(F)(F)F)cc1)C1CCCN(C2CCSCC2)C1 (stereo unspecified)	?	4%	-16%	5.2µM*	-19%	10%	?	-20%	15%
N=C1c2ccccc2CN1NC(=O)c1ccco1	5%	8%	-4%	-4%	4%	0%	3%	9%	?
O=C1c2ccccc2C(=O)N1Cc1nc2ccccc2c(=O)n1-c1cccnc1	9%	3%	11%	3%	13%	-1%	0%	0%	2%
O=c1cccc2n1CC1CC2CN(C(c2ccccc2)c2sc3ncnn3c2O)C1 (stereo unspecified)	-7%	-6%	0%	-14%	-1%	-1%	3%	18%	14%
CN1C(=O)N(C)C(=O)C2(Cc3cc(NC(=O)c4ccccc4)ccc3N3CCCC32)C1=O (stereo unspecified)	16%	19%	-3%	0%	0%	-2%	?	-18%	10%
Cc1cc(/C=C2\C(=O)NC(=O)N(c3ccc(Br)cc3)C2=O)c(C)n1C	12%	1%	3%	-10%	0%	-4%	?	19%	11%
Cc1c(C(=O)N2CCC3(CC2)OCCO3)sc2ncnc(N3CCN(c4ccccn4)CC3)c12	6%	1%	0%	3%	7%	0%	-8%	-16%	-7%
CCCC(=O)NC(Oc1ccccc1Cl)C(Cl)(Cl)Cl (stereo unspecified)	-13%	7%	0%	-8%	0%	0%	12%	-6%	8%
COCCN=c1scc(-c2cccs2)n1/N=C/c1ccc(O)c(O)c1O	-14%	?	-15%	-10%	-15%	8%	?	?	?
COc1ccccc1CC1/C(=N/O)C2CCN1CC2 (stereo unspecified)	0%	-2%	25%	2%	6%	-2%	-9%	-20%	2%
COc1ccc(S(=O)(=O)NC(CC(=O)N2CCC3(CC2)OCCO3)C(C)C)cc1 (stereo unspecified)	9%	19%	-13%	-2%	-1%	-3%	-10%	-14%	16%
CCN1CCN(C(=O)COc2ccc(S(=O)(=O)N(C)Cc3ccccc3)cc2)CC1	18%	25%	-3%	-8%	-3%	2%	-12%	-10%	-23%
CN(C)c1ccc(P(=O)(Nc2ccc([N+](=O)[O-])cc2)N2CCOCC2)c(NC(=O)c2cccs2)c1 (stereo unspecified)	17%	30%[activator]	-11%	5%	-4%	4%	-8%	-1%	0%
O=C(CNC(=O)OCc1ccccc1)Nc1ccc(Br)cc1C(=O)c1ccccc1	11µM*	-27%	?	5%	?	-9%	10µM*	-11%	?
O=c1[nH]c(=O)n(Cc2ccco2)c(O)c1C=NC1CCN(Cc2ccccc2)CC1	-39%	-15%	-2%	8%	-2%	3%	-1%	-22%	2%
CC(C)C[C@H](NC(=O)c1[nH]cnc1C(=O)N[C@H](C)c1ccccc1)C(=O)OC(C)(C)C	?	-4%	?	?	?	0%	?	10%	?
O=C1NC(=O)C(=Cc2ccc3ccccc3c2)C(=O)N1	-4%	20%	2%	1%	1%	-8%	-7%	13%	-2%
COC(=O)C1=C(c2ccc3ccccc3c2)C[C@@H]2CC[C@H]1N2C(=O)N1CCC(O)CC1	10%	8%	-6%	-2%	3%	2%	-3%	6%	5%
CC1(C)C(c2ccccc2)=NC(c2cccnc2)N1O (stereo unspecified)	2%	-5%	9%	-6%	-5%	24%	-22%	-16%	1%
CC(C)(C)N1Cc2ccccc2C1=N	-14%	0%	-1%	-9%	-1%	1%	?	12%	-5%
CC(C)(C)n1cc(C(=O)c2ccccc2OCCCF)cn1	-3%	8%	17%	-4%	-4%	17%	-4%	-13%	-4%
COC(=O)C1=C(c2ccc(OCc3ccccc3)cc2)C[C@@H]2CC[C@H]1N2C(=O)NCCCCc1ccccc1	?	11%	-21%	nt	-11%	0%	?	14%	?
Cc1ccc2c(c1)C1C[N+](C)(CC(=O)c3ccc(Cl)cc3Cl)CCC1N2C(=O)c1ccc(F)cc1 (stereo unspecified)	?	-18%	-4%	-2%	-7%	7%	-1%	23%	?
O=C(O)c1sccc1Oc1ccc(F)cc1[N+](=O)[O-]	?	-24%	-16%	5%	-27%	-8%	-5%	19%	-3%
Cc1ccc(N=Nc2cc(C)ccc2N)cc1	-55%	-11%	?	7%	?	1%	-23%	-9%	-8%
COC(=O)C1=C(c2ccc(-c3ccccc3)c(F)c2)C[C@@H]2CC[C@H]1N2C(=O)NC1CC1	-6%	-4%	-25%	-3%	-6%	11%	-10%	20µM*	?

Full records as entered above. Order of screens: GLP1R inv ag, HEK293 tox, HT1080NT lethal, SW480 rereplic, HT1080 IDH1KD tx, GLP-1R agonist, KB-V1 cytotox, TDP43 rescue, KB-3-1 tox
Entry for O=C(CNC(=O)OCc1ccccc1)Nc1ccc(Br)cc1C(=O)c1ccccc1 = 11µM*, -27%, ?, 5%, ?, -9%, 10µM*, -11%, ?
Entry for COCCN=c1scc(-c2cccs2)n1/N=C/c1ccc(O)c(O)c1O = -14%, ?, -15%, -10%, -15%, 8%, ?, ?, ?

Other structures follow.
SMILES	GLP1R inv ag	HEK293 tox	HT1080NT lethal	SW480 rereplic	HT1080 IDH1KD tx	GLP-1R agonist	KB-V1 cytotox	TDP43 rescue	KB-3-1 tox
Fc1ccc(NC(=S)N2Cc3ccccc3-n3nncc3C2)cc1	-13%	-19%	-1%	nt	1%	1%	-12%	1%	-3%
O=C1NC(=O)C(=Cc2ccsc2)C(=O)N1	-28%	-5%	4%	-5%	4%	-1%	4%	5%	-2%
CCCCCCOc1ccc(CN2CCN(CC)CC2)cc1	?	?	?	0%	?	3%	?	-31%[inhibitor]	-7%
CN(C)C(=O)Oc1ccc(OCc2cccc[n+]2C)cc1	3%	10%	6%	20%	12%	-2%	?	-13%	-9%
Cc1cc(C)c(C)c(C(O)(C(=O)O)c2ccccc2)c1 (stereo unspecified)	-18%	3%	9%	nt	-8%	-4%	6%	0%	0%
CCN1CCN(c2cn[nH]c(=O)c2Cl)CC1	6%	3%	3%	-11%	2%	5%	3%	6%	1%
CCOc1ccc(N2C(=O)/C(=C/c3ccc(C)o3)C(=O)NC2=S)cc1	8%	8%	-4%	1%	-4%	-7%	-7%	-16%	1%
CC(=O)O[C@H]1CCC2C3CCC4=CC(=O)CCC4=C3C=C[C@@]21C (stereo partly specified)	48%[activator]	-6%	0%	-8%	4%	11%	8.2µM*	8%	?
COC(=O)C1=C(c2ccc(Cl)c(C(F)(F)F)c2)C[C@@H]2CC[C@H]1N2C(=O)N1CCOCC1	?	12%	0%	9%	-6%	2%	0%	20%	-8%
CCCC(=O)c1cc(CP(=O)(OCC)OCC)oc1C	-13%	-8%	-1%	1%	2%	-3%	-20%	13%	-2%
Cc1ccc(NC(=O)CN2C(=O)CN=C(c3ccccc3)c3ccccc32)c(C)c1	6%	0%	nt	nt	nt	nt	-11%	8%	6%

2 records drawn at random from the list so far:
SMILES	GLP1R inv ag	HEK293 tox	HT1080NT lethal	SW480 rereplic	HT1080 IDH1KD tx	GLP-1R agonist	KB-V1 cytotox	TDP43 rescue	KB-3-1 tox
O=C1NC(=O)C(=Cc2ccsc2)C(=O)N1	-28%	-5%	4%	-5%	4%	-1%	4%	5%	-2%
Cc1ccc(NC(=O)CN2C(=O)CN=C(c3ccccc3)c3ccccc32)c(C)c1	6%	0%	nt	nt	nt	nt	-11%	8%	6%

Screening results from PubChem BioAssay.
